Compound activity from PubChem.
ATXN2 expr inh – Primary qHTS for Inhibitors of ATXN expression | 0.72% of 360,000 active | Potency, µM (titrated, usually from 57 µM), inactives show at the highest dose activity change, negative = inhibition, actives largely listed as inhibitors | HEK-293 ATXN2-luciferase reporter, luminescence, 24 h; note: potency is the fitted concentration of half-maximal effect; % is set by controls: 0 for no effect and ±100 for the full control effect; nearly all actives have a fitted effect of over 55% in size
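qHTS (up to 57 uM final) was run with 24 h compound exposure of reporter cells at 37 °C. Each well was multiplexed: SteadyGlo luminescence measured ATXN2-luciferase expression after a fluorogenic Gly-Phe-AFC viability readout (25 uM final).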
HT1080 IDH1KD tx – qHTS for induction of synthetic lethality in tumor cells producing 2HG: qHTS for the HT-1080-IDH1KD cell line; HT-1080 IDH1 knockdown viability, ATP luminescence, 48 h; Potency, µM (titrated, usually from 46.1 µM), without a hit: at the top dose activity, negative = toxicity, usual class: cytotoxic; 2% of 360,000 active; AID 686971, 2013;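 note: potency is the fitted concentration of half-maximal effect; 0% = DMSO wells and -100% = cell-free medium wells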
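% activity derives from luminescence (CellTiter-Glo), normalised to DMSO and no-cell wells. HT-1080-IDH1KD cells, 750/well, had 48 h compound exposure at 37 °C.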
IL-1B inflam inh – qHTS for Inhibitors of Inflammasome Signaling: IL-1-beta AlphaLISA Primary Screen | THP-1 LPS/ATP IL-1B secretion, AlphaLISA, 16 h; hits give low values | activity change, % at 57.5 µM | 4.7% of 360,000 active | AID 743279, 2014; in the data active = activity change below about -50%; inconclusive = mostly about -30% to -49%; note: % is set by controls: 0 for no effect and ±100 for the full control effect
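THP-1 cells pretreated 1 hr with compounds (up to 57.5 uM final), then stimulated with LPS (250 ng/mL final) plus ATP (1.25 mM final); secreted IL-1B measured by AlphaLISA after 16 hr, decreased signal indicating inhibition.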
SW480 rereplic – A quantitative high throughput screen for small molecules that induce DNA re-replication in SW480 colon adenocarcinoma cells. Potency, µM (top dose mostly 46.1 µM), inactives show top-dose re-replication activation, actives largely listed as activators. SW480 DNA re-replication, Hoechst DNA content imaging, 48 h. 1.8% of 340,000 active; note: potency is the fitted concentration of half-maximal effect; % of control where 0% means no effect; nearly all actives have a fitted effect of over 55% in size
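Image-based DNA-content assay: after two days of treatment, nuclei were labelled with the DNA dye Hoechst and imaged, and hits were compounds raising the count of nuclei showing high fluorescence intensity.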
HT1080-NT tox – qHTS for induction of synthetic lethality in tumor cells producing 2HG: qHTS for the HT-1080-NT fibrosarcoma cell line | HT-1080-NT fibrosarcoma viability, CellTiter-Glo ATP luminescence, 48 h | Potency, µM (titrated, usually from 46.1 µM), for inactives: at the highest dose activity, negative = less viability, actives largely listed as cytotoxic | 1.6% of 360,000 active | AID 686970, 2013;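 note: NT is the 2HG producing partner of a matched IDH1 knockdown line; potency is the fitted concentration of half-maximal effect; 0% = DMSO-treated cells and -100% = media-only wells without cells; nearly all actives have a fitted effect of over 55% in size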
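Fibrosarcoma NT cells, 750 per well in 5% FBS RPMI, were exposed to compound for 48 hours. Viability: CellTiter-Glo luminescence.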
KB-3-1 cytotox – qHTS assay for MDR1-selective chemotherapeutics: Primary screen using the parental adenocarcinoma cell KB-3-1; KB-3-1 viability, CellTiter-Glo ATP luminescence, 72 h; Potency, µM (highest dose often 46.1 µM), for the others: at the highest dose activity change, negative = cytotoxic, most hits filed as cytotoxic; 1.4% of 400,000 active; AID 1347075, 2019; note: potency is the fitted concentration of half-maximal effect; % is set by controls: 0 for no effect and ±100 for the full control effect; nearly all actives have a fitted effect of over 60% in size
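Cytotoxicity measured as CellTiter-Glo luminescence after 72 h at 37 C. Compound titrations were pinned onto drug-naive KB-3-1 parental adenocarcinoma cells grown in DMEM with 10% FBS, and normalized data fitted to concentration-response curves.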
HepG2 tox – qHTS for Inhibitors of TGF-b: Cytotox Counterscreen | HepG2 CAGA-GFP viability, ATP luminescence, 18 h | Potency, µM (doses to about 46.1 µM), for the others: at the highest dose activity change, negative = cytotoxicity, hits mostly cytotoxic | 0.76% of 410,000 active | AID 588856, 2011; note: potency is the fitted concentration of half-maximal effect; some results filed as inactive show a strong effect at the top dose
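CellTiter-Glo luminescence gave cytotoxicity after 18 hours at 37 degrees C. The cells were HepG2 CAGA-GFP in 1% FBS DMEM, stimulated with 500 pg/mL TGF-beta after compound addition. %Activity was normalised to no-cell wells (complete cell-killing) and DMSO (no toxicity), and curves were fitted and classified.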
MCF10A rereplic – A quantitative high throughput screen for small molecules that induce DNA re-replication in MCF 10a normal breast cells; MCF 10A DNA re-replication, Hoechst nuclear intensity, 48 h; Potency, µM (doses to about 46.1 µM), for inactives: at the highest dose activity, positive = re-replication, hits mostly activators; 2.9% of 350,000 active; AID 624296, 2012; note: potency is the fitted concentration of half-maximal effect; % of control where 0% means no effect; nearly all actives have a fitted effect of over 50% in size
ATXN viability – Viability Counterscreen for Primary qHTS for Inhibitors of ATXN expression; S2 cells (HEK-293 line with an ATXN2-luciferase reporter) viability, CellTiter-Fluor protease fluorescence, 24 h; Potency, µM (doses to about 56.7 µM), actives largely listed as cytotoxic; 0.49% of 400,000 active; note: potency is the fitted concentration of half-maximal effect; nearly all actives have a fitted effect of over 40% in size
* hit, by the source's call; i = inactive; ? = inconclusive; / = no result given; & = joins results of further samples; [ ] = dose if it differs, or a comment. Unless noted, calls come from the whole dose curve; as a rule, active = well fitted curve in the direction sought with a large enough effect; inconclusive = small, poorly fitted or top-dose-only effect, or another doubt; inactive = no such curve, though single readings can be large; an effect the other way counts as inactive or inconclusive.

SMILES	ATXN2 expr inh	HT1080 IDH1KD tx	IL-1B inflam inh	SW480 rereplic	HT1080-NT tox	KB-3-1 cytotox	HepG2 tox	MCF10A rereplic	ATXN viability
CCOc1ccc(CCNC(=O)C(C)N2C(=O)CC(C)(C)Sc3ccccc32)cc1 (stereo not given)	-14%	-1%	-11	-10%	1%	10%	-12%	2%	i
Cc1ccccc1-n1c(SCC(=O)N(C)C2CCS(=O)(=O)C2)nc2ccccc2c1=O (stereo not given)	-11%	3%	-2	-5%	-11%	16%	-2%	10%	?
N/C(=N/O)c1nc(N2CCCC2)nc(N2CCCC2)n1	2%	0%	8	-2%	-23%	-5%	-38%	9%	i
Cc1cccc(NC(=O)Nc2ccc3c(c2)CCC3)c1	36%[activator]	13%	-2	-10%	4%	-10%	-5%	-3%	i
CCOc1cc(C2C(C#N)=C(N)OC3CCCC(=O)C32)ccc1OCCN1CCOCC1 (stereo not given)	-24%	7%	0	-1%	10%	-4%	64%	?	i
COc1ccc(CC(=O)OCC(=O)Nc2ccc(N3CCOCC3)cc2)cc1	/	9%	9	-3%	4%	0%	41%	-4%	i
N#Cc1nc(-c2ccc(OCc3ccccc3)cc2)oc1N1CCOCC1	5%	8%	-4	-12%	11%	2%	-20%	0%	i
CCOc1cc(C(=O)N(CC)CC(=O)Nc2ccc3c(c2)OCCO3)ccc1OC	12%	-2%	27	-3%	1%	28%	-3%	-3%	i
O=C(COC(=O)C12CC3CC(CC(C3)C1)C2)Nc1ccc([N+](=O)[O-])cc1Br	-2%	-3%	0	-9%	0%	12%	-2%	9%	i
COc1ccccc1N(C(C)=O)C1SC(=O)N(c2ccccc2)C1=O (stereo not given)	11%	-1%	-10	-5%	-6%	-6%	-27%	6%	i
Cc1noc(C)c1C(=O)N1CCCC(C(=O)c2cccc(C(F)(F)F)c2)C1 (stereo not given)	9%	10%	39	5.8µM*	14%	5%	-1%	-2%	i
Cc1nn(-c2ccccc2)c(C)c1NC(=O)c1ccc(S(=O)(=O)N2CCCC2)cc1	-12%	3%	1	1%	-4%	15%	-1%	4%	i
Oc1ccc(Cn2ccnc2)c2cccnc12	0%	?	161	?	?	?	-37%	135%	i
CCCc1ccc(S(=O)(=O)NCC2CCCN2CC)cc1 (stereo not given)	-12%	4%	-3	-7%	5%	-19%	2%	9%	i
O=C(N/N=C/c1cccc2ccccc12)c1n[nH]c2c1CCCC2	0%	1.5µM*	60	5.8µM*	1.5µM*	4.1µM*	-1%	?	?
Cc1ccc(S(=O)(=O)c2c(C)cc(C)nc2Cl)cc1	0%	-1%	-1	-5%	0%	-11%	1%	1%	i
CN1CCC(=NNc2ncnc3sc4c(c23)CCCC4)CC1	-16%	-12%	-7	-1%	-3%	?	-25%	4%	i
Cc1ccccc1NC(=O)NC1(C(=O)N2CCC(O)CC2)CCCCC1	21%	-2%	15	-7%	18%	-2%	6%	-6%	i
CCOc1ccc2[nH]c(=O)c(CN(Cc3ccco3)Cc3nnnn3Cc3ccccc3)cc2c1	4%	-30%	11	-1%	4%	2%	-7%	?	i
CC1CCN(S(=O)(=O)c2ccc(C(=O)OC(C)C(=O)N(C)C3CCCCC3)cc2)CC1 (stereo not given)	-15%	4%	29	?	-1%	2%	0%	12%	i

Pulled one by one from the list above, six records:
SMILES	ATXN2 expr inh	HT1080 IDH1KD tx	IL-1B inflam inh	SW480 rereplic	HT1080-NT tox	KB-3-1 cytotox	HepG2 tox	MCF10A rereplic	ATXN viability
CCOc1ccc2[nH]c(=O)c(CN(Cc3ccco3)Cc3nnnn3Cc3ccccc3)cc2c1	4%	-30%	11	-1%	4%	2%	-7%	?	i
Cc1ccccc1-n1c(SCC(=O)N(C)C2CCS(=O)(=O)C2)nc2ccccc2c1=O (stereo not given)	-11%	3%	-2	-5%	-11%	16%	-2%	10%	?
CCOc1cc(C(=O)N(CC)CC(=O)Nc2ccc3c(c2)OCCO3)ccc1OC	12%	-2%	27	-3%	1%	28%	-3%	-3%	i
COc1ccccc1N(C(C)=O)C1SC(=O)N(c2ccccc2)C1=O (stereo not given)	11%	-1%	-10	-5%	-6%	-6%	-27%	6%	i
Cc1ccc(S(=O)(=O)c2c(C)cc(C)nc2Cl)cc1	0%	-1%	-1	-5%	0%	-11%	1%	1%	i
N/C(=N/O)c1nc(N2CCCC2)nc(N2CCCC2)n1	2%	0%	8	-2%	-23%	-5%	-38%	9%	i

(next part)
SMILES	ATXN2 expr inh	HT1080 IDH1KD tx	IL-1B inflam inh	SW480 rereplic	HT1080-NT tox	KB-3-1 cytotox	HepG2 tox	MCF10A rereplic	ATXN viability
CCC1COCCS(=O)(=O)N1Cc1ccccc1F (stereo not given)	-4%	-3%	9	7%	13%	-2%&-7%	3%&40%	?	i
Cc1cc([N+](=O)[O-])nn1CC(=O)NNC(=S)Nc1ccc(Cl)cc1	-7%	-1%	0	-1%	-1%	20%	0%	-11%	i
Cc1onc(-c2c(F)cccc2Cl)c1C(=O)NC(=S)NC1CCS(=O)(=O)C1 (stereo not given)	-18%	-2%	5	0%	9%	1%	7%	17%	i
CCOC(=O)C1=C(COC(=O)/C=C/c2cccc(F)c2)NC(=O)NC1C (stereo not given)	32%	7%	4	-4%	-2%	-3%	5%	-2%	i
Cc1ccc(NC(=O)Cn2c(=O)n(CCCCCC(=O)NCc3ccc(F)cc3)c(=O)c3sccc32)c(C)c1	-3%	/	/	/	/	-9%	-11%	/	i
C[C@@]12CC(=O)NC1N(C(=O)c1cccc(C(F)(F)F)c1)C(c1ccccc1OC(=O)c1cccc(C(F)(F)F)c1)C2 (stereo not given in full)	-8%	-12%	-18	17%	-11%	7%	-40%	21%	?
Cc1ccc(N2C(=O)N(CC(=O)Nc3cc(C)cc(C)c3)C(=O)C2C)cc1 (stereo not given)	-2%	-15%	-2	2%	0%	-5%	-24%	-1%	i
Cc1ccccc1NC(=O)Cc1nc(COC(=O)Cc2c(F)cccc2Cl)cs1	/	0%	-9	-2%	0%	-1%	-49%	15%	i
Cc1ccc(S(=O)(=O)NCc2ccncc2)c(C)c1C	-21%	?	-6	3%	-20%	?	-12%	-10%	i
O=C(NCC(c1ccco1)N1CCc2ccccc2C1)c1ccccc1Br (stereo not given)	-1%	-3%	-12	-15%	0%	14%	-6%	?	i
C1CCCCCC2(CCCCC1)OCC(CN1CCOCC1)O2 (stereo not given)	-37%	-6%	7	-5%	1%	0%	10%	?	?
Cn1c(=O)c2ccccc2n(CC(=O)NCCC2=CCCCC2)c1=O	-12%	-12%	17	-6%	-19%	?	12%	-1%	i
Nc1nc(SCc2nc3scc(-c4cccs4)c3c(=O)[nH]2)n[nH]1	-22%	-18%	-19	-6%	-4%	0%	-10%	12%	i
COc1ccc(OCC(=O)NNC(=O)c2cccc(O)c2)cc1	15%[11.3 µM]	1%	24	-8%	11%	13%	0%	-3%	i
Cc1cc(NCC(c2ccccc2)c2ccccc2)n2ncnc2n1	1%[11.3 µM]	-6%	29	?	7%	-4%	-25%	17%	?
COc1ccc(-c2ccc(CN3C(C(C)C)C(=O)N(Cc4cn(CC5CCCCC5)nn4)CCS3(=O)=O)cc2)cc1OC (stereo not given)	-13%	-13%	?	/	-5%	1%	-20%	/	i
COc1cccc(/C=N/NC(=O)c2cc(-c3cccn3C)n[nH]2)c1	1%	-3%	-53*	2%	-4%	?	-12%	2%	i
Cc1ccc(CONC(=O)c2cccc(C)c2)cc1	/	8%	14	2%	0%	4%	-19%	2%	i
NC(=O)c1ccc(Nc2nc(C(N)COCc3ccccc3)cs2)cc1 (stereo not given)	4%	2%	-5	/	-1%	-17%	-4%	/	i
COc1cccc(C(O)c2nc3ccccc3n2C(C)C)c1OC (stereo not given)	-14%	10%	10	-8%	2%	-1%	1%	-1%	i

In the list so far, 2 contain a cyano group:
SMILES	ATXN2 expr inh	HT1080 IDH1KD tx	IL-1B inflam inh	SW480 rereplic	HT1080-NT tox	KB-3-1 cytotox	HepG2 tox	MCF10A rereplic	ATXN viability
CCOc1cc(C2C(C#N)=C(N)OC3CCCC(=O)C32)ccc1OCCN1CCOCC1 (stereo not given)	-24%	7%	0	-1%	10%	-4%	64%	?	i
N#Cc1nc(-c2ccc(OCc3ccccc3)cc2)oc1N1CCOCC1	5%	8%	-4	-12%	11%	2%	-20%	0%	i

(continued)
SMILES	ATXN2 expr inh	HT1080 IDH1KD tx	IL-1B inflam inh	SW480 rereplic	HT1080-NT tox	KB-3-1 cytotox	HepG2 tox	MCF10A rereplic	ATXN viability
COc1ccc(CSc2nc3ccccc3c(=O)[nH]2)cc1F	/	2%	27	0%	-11%	-20%	-4%	10%	i
Cc1cc(C)c(C#N)c(Oc2ccc(F)cc2)n1	-1%	0%	-8	0%	2%	-4%	12%	-5%	i
Cc1cc(C)cc(-c2nnc(SCC(=O)Nc3cc(C)on3)o2)c1	7%	-3%	9	-71%[inhibitor]	-10%	2%	-11%	25%	i
Cc1ccc(-c2csc(/C(C#N)=C(\O)CN3CCN(C(=O)c4ccco4)CC3)n2)cc1	6%	7%	-4	-6%	6%	3%	0%	0%	i
CN(c1ccccc1)S(=O)(=O)c1cccc(NC(=O)CCN2C(=O)C3CCCCC3C2=O)c1 (stereo not given)	-7%	-9%	37	-7%	-15%	-8%	-47%	0%	i
CC(C)OCCCNC(=O)c1ccc(NC(=O)C2CCCO2)cc1 (stereo not given)	3%	16%	11	0%	17%	10%	3%	-11%	i
CC(C)CN1CCN(Cc2cccc3nccnc23)CC1CCO (stereo not given)	11%[11.3 µM]	-1%	-6	2%	4%	?	13%	2%	i

Marked active in IL-1B inflam inh, among the entries above:
molecule,IL-1B inflam inh,SW480 rereplic
COc1cccc(/C=N/NC(=O)c2cc(-c3cccn3C)n[nH]2)c1,-53*,2%
